Screens (PubChem BioAssay)
NOD2 inhibition – NOD2 signaling inhibitors, cell-based, luminescence, uHTS, HEK293 (AID 1566). HEK293 NOD2/NF-kB luciferase reporter, luminescence; higher % means a stronger effect. one-dose inhibition, % at 4 µM; EC50 in µM for titrated hits. 290,000 tested, 0.63% active; in the data active = inhibition above about 50%; note: many of its hits are not listed in these tables
Hep lipid drop – hepatic lipid droplet formation modulation | AML12 mouse hepatocytes, oleate lipid droplets, BODIPY imaging | inhibition, % at 6.5 µM | 240,000 tested, 0.4% active;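 active = lipid droplet intensity inhibited by at least 50%, with more than 500 cells counted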
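Test system: AML12 mouse liver cells; schedule: overnight exposure; technique: high-content imaging of BODIPY-stained droplets and DAPI nuclei; read-out: % inhibition of corrected integrated BODIPY droplet signal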
Hep lipid drop cells 6.5 µM – further read-out of Hep lipid drop, marked with its call; cell count; measured here: cell count, cytotoxicity flag;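 cells counted across two imaged fields per well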
The depositor's hits bear a star.

[1] C[C@@H]1CN(C(=O)c2nc3ccc(Cl)cn3c2CN(C)CCc2cnn(C)c2)C[C@H](C)O1
[2] COc1ccccc1CNC(=O)[C@@H]1CCCN1S(=O)(=O)c1ccccc1F
[3] CCN1CCc2c(OCC(=O)Nc3ccccc3)cccc2C1=O
[4] O=C(O)c1ccc(CSc2nc3ccccc3[nH]2)cc1
[5] CC(C)c1nc(SCC(=O)Nc2cccc(C(=O)O)c2)c2c3c(sc2n1)CCCC3
[6] COc1ccccc1NC(=O)CSc1ccc2nnc(CCNC(=O)c3ccccc3)n2n1
[7] Cn1c(=O)c(=O)n(C)c2cc(N3CCCC3)c(NS(=O)(=O)c3ccc(Cl)cc3)cc21
[8] O=C(Nc1ccccc1)OCCNC(=O)c1cccc(Br)c1

Compound,1,2,3,4,5,6,7,8
NOD2 inhibition,14%,3%,6%,11%,29%,0%,13%,16%
Hep lipid drop,-1,-28,-3,10,-26,1,50*,-6
Hep lipid drop cells 6.5 µM,666,758,675,806,835,837,669*,405

[9] Cc1ccc(C)c(N2CCN(C(=O)c3ccc(CS(=O)Cc4ccc(Cl)cc4)o3)CC2)c1 (configuration not stated)
[10] COc1ccc(NC(=O)c2ccc(Cl)cc2)c[n+]1[O-]
[11] Cc1ccc(CN2CC(C(=O)N3CC=C(c4ccccc4)CC3)CC2=O)cc1 (configuration not stated)
[12] O=C(O)c1ccc(Cn2ccc3ccccc32)o1
[13] COc1ccc([C@@H]2[C@@H]3C(=O)N(C(C)(C)C)C(=O)[C@@H]3[C@]3(C)C(=O)N(c4ccc(C(F)(F)F)cc4)C(=O)N23)cc1
[14] Cc1ccc(C(=O)Nc2cccc(N3C(=O)C4CCC(C)CC4C3=O)c2)cc1 (configuration not stated)
[15] Cc1ccc(C)c(N(C(=O)c2ccco2)C(C(=O)NC2CCCC2)c2ccco2)c1 (configuration not stated)
[16] CC(NC(=O)c1ccc(F)cc1F)C1CC2CCC1C2 (configuration not stated)

Compound,9,10,11,12,13,14,15,16
NOD2 inhibition,36%,-12%,26%,19%,4%,2%,3%,-14%
Hep lipid drop,-64,1,-16,-1,-5,1,-17,2
Hep lipid drop cells 6.5 µM,717,665,802,839,757,838,791,809

Fetched by compound from the list above (six):
[13] COc1ccc([C@@H]2[C@@H]3C(=O)N(C(C)(C)C)C(=O)[C@@H]3[C@]3(C)C(=O)N(c4ccc(C(F)(F)F)cc4)C(=O)N23)cc1
[14] Cc1ccc(C(=O)Nc2cccc(N3C(=O)C4CCC(C)CC4C3=O)c2)cc1 (configuration not stated)
[12] O=C(O)c1ccc(Cn2ccc3ccccc32)o1
[10] COc1ccc(NC(=O)c2ccc(Cl)cc2)c[n+]1[O-]
[11] Cc1ccc(CN2CC(C(=O)N3CC=C(c4ccccc4)CC3)CC2=O)cc1 (configuration not stated)
[9] Cc1ccc(C)c(N2CCN(C(=O)c3ccc(CS(=O)Cc4ccc(Cl)cc4)o3)CC2)c1 (configuration not stated)

Compound,13,14,12,10,11,9
NOD2 inhibition,4%,2%,19%,-12%,26%,36%
Hep lipid drop,-5,1,-1,1,-16,-64
Hep lipid drop cells 6.5 µM,757,838,839,665,802,717

Continued.
[17] O=C(CSc1ccc(-c2ccccc2)nn1)NC1CCCC1
[18] Cc1ccc(C)c(N2CCN(C(=O)c3ccc(NC4=NC5CS(=O)(=O)CC5S4)cc3)CC2)c1 (configuration not stated)
[19] Fc1ccc(C(CCNCc2ccccn2)c2ccc(Cl)cc2)cc1 (configuration not stated)
[20] COc1ccc(C)cc1NC(=O)CCCNC(=O)Cn1cnc2sc(C)c(C)c2c1=O
[21] COc1ccc(C(CNC(=O)CN2C(=O)NC3(CCCC3)C2=O)N(C)C)cc1 (configuration not stated)
[22] O=C(COC(=O)C1CCN(c2ccc(C(F)(F)F)cn2)CC1)Nc1ccc(Cl)cn1
[23] COc1ccccc1C(=O)NCc1ccco1
[24] CCOC(=O)[C@@H]1[C@H]2COc3ccccc3[C@H]2N2C(=O)N(c3ccc(C(F)(F)F)cc3)C(=O)[C@]12C

Compound,17,18,19,20,21,22,23,24
NOD2 inhibition,13%,14%,15%,12%,2%,12%,-2%,-3%
Hep lipid drop,-1,-17,0,23,6,5,-1,-8
Hep lipid drop cells 6.5 µM,810,742,425,808,671,884,772,762

A few values from the entries so far:
Under Hep lipid drop, cpd 19 is entered as 0
Under Hep lipid drop, cpd 18 is entered as -17

(continued)
[25] NS(=O)(=O)c1ccc(CCNC(=O)c2ccccc2-c2ccccc2)cc1
[26] Cc1ccc(NC(=O)NCc2cccn2C)cc1C
[27] CCOc1ccc(Nc2nc(N)c([N+](=O)[O-])c(N3CCOCC3)n2)cc1
[28] CC(C)(C)C(=O)Nc1ccc(C(=O)Nc2cccc(Oc3ccc(C(=O)O)c(C(=O)O)c3)c2)cc1
[29] O=C(Cn1c(=O)oc2ccccc21)Nc1ccccc1C(F)(F)F
[30] O=C(Cn1cnc(S(=O)(=O)N2CCCC2)c1)Nc1cccc(F)c1
[31] CCOC(=O)CC1CCCCN1C(=O)c1ccc2nc(CCOC)oc2c1 (configuration not stated)
[32] CCc1ccc(NS(=O)(=O)c2ccc(OC)c3ncccc23)cc1

Compound,25,26,27,28,29,30,31,32
NOD2 inhibition,-11%,-12%,27%,4%,-3%,7%,6%,23%
Hep lipid drop,-5,-8,0,-2,-2,15,1,6
Hep lipid drop cells 6.5 µM,726,408,837,788,363,750,731,735

[33] Cc1cccc(N2CCN(CC(=O)N(C)Cc3ccccc3)CC2C)c1 (configuration not stated)
[34] CCCCN(CCCNC(=O)Cn1nc(CC)n2c(cc3sc(C)cc32)c1=O)Cc1ccccc1
[35] COc1ccc2cc(OCC(=O)NNC(=O)Nc3ccc(OC)c(OC)c3)ccc2c1
[36] Cc1cc(C)cc(NC(=O)CCc2c(C)nn(-c3ccc(N4CCOCC4)nn3)c2C)c1
[37] COc1ccc(C2=CSC3=NCCN23)cc1
[38] O=C1NN(c2ccccc2)C(=O)/C1=C/c1ccc(-c2cccc(C(=O)O)c2)o1
[39] CC(=O)N1c2ccc(S(=O)(=O)NCCC(=O)Nc3ccc(C)c(F)c3)cc2CC1C (configuration not stated)
[40] COc1ncccc1C(=O)NC1CCCc2c1cnn2-c1cc(C)cc(C)c1 (configuration not stated)

Compound,33,34,35,36,37,38,39,40
NOD2 inhibition,-4%,0%,-14%,24%,-8%,-14%,2%,14%
Hep lipid drop,-17,69*,-1,2,-5,-3,26,44
Hep lipid drop cells 6.5 µM,830,770*,656,760,879,842,752,743

[41] O=C(NC(=S)Nc1ccccc1Br)C1CCCC1
[42] N#Cc1cccc(C(=O)N(CCc2ccccc2)Cc2cccs2)c1
[43] Cc1ccccc1NS(=O)(=O)c1nnc(NC(=O)c2ccccc2F)s1
[44] COc1ccc(C2Nc3ccccc3NC3=C2C(=O)CC(C)(C)C3)cc1OC (configuration not stated)
[45] Clc1cccc(Cl)c1C[n+]1ccc2ccccc2c1
[46] COc1cccc2sc3ccc(C#Cc4ccc(N)cc4)cc3c(=O)c12
[47] COC(=O)c1cc(NC(=O)c2c(-c3ccccc3)noc2C)ccc1N1CCOCC1
[48] O=C(C1CCC(CNS(=O)(=O)c2ccccc2)CC1)N1CCCCC1 (configuration not stated)

Compound,41,42,43,44,45,46,47,48
NOD2 inhibition,-4%,-32%,21%,4%,19%,-34%,11%,10%
Hep lipid drop,5,-8,0,-14,27,24,-5,-1
Hep lipid drop cells 6.5 µM,589,783,728,809,757,809,852,783

[49] CC1CC(C)CN(C(=O)C2CCN(S(=O)(=O)N3CCC4(CC3)OCCO4)CC2)C1 (configuration not stated)
[50] CCOc1ccc(S(=O)(=O)N2CCN(C)CC2)cc1NC(=O)c1ccccc1F
[51] Cc1csc(SCC(=O)Nc2nnc(C)s2)n1
[52] Cc1cc(S(=O)(=O)N2CCN(c3ccccn3)CC2)c(C)cc1Cl
[53] O=c1ccc2ccc(OCCOc3cccc(Cl)c3)cc2o1
[54] CC(C)(C)NC(=O)c1nn2c(C(F)(F)F)cc(-c3ccccc3)nc2c1Br
[55] O=C(Oc1ccc(C(=S)N2CCOCC2)cc1)c1cccc([N+](=O)[O-])c1
[56] Cc1cc(S(=O)(=O)NCC2CCCO2)c(C)cc1Br (configuration not stated)

Compound,49,50,51,52,53,54,55,56
NOD2 inhibition,13%,-5%,-4%,8%,-15%,4%,10%,-2%
Hep lipid drop,-3,-2,15,-10,2,-4,-2,-13
Hep lipid drop cells 6.5 µM,758,783,678,779,803,806,886,851

[57] CSc1ccccc1OCc1cc(C(=O)NCc2ccc(C)s2)no1
[58] O=C(NC1CCCN(c2ccc(C(F)(F)F)cn2)C1)c1cc(Cl)ccc1F (configuration not stated)
[59] COc1ccc(CNC(=O)C2(CC3CC(c4ccccc4)=NO3)CCN(C(=O)C3CCCC3)CC2)cc1 (configuration not stated)
[60] COc1ccc(/C=C2\SC(=S)N(C(C)C(=O)NC3C=CS(=O)(=O)C3)C2=O)cc1 (configuration not stated)
[61] CCc1noc(C)c1C(=O)N1CCCC(N2CCN(c3ccccc3F)CC2)C1 (configuration not stated)
[62] CCCCOc1ccc(C(=O)N2CCN(CC(=O)Nc3ccc(C)cc3)CC2)cc1OC
[63] CCCCc1nnc(NC(=O)CSCc2cc(=O)n3ccsc3n2)s1
[64] CCn1cc(C(=O)NC(=S)Nc2ccccc2Br)cn1

Compound,57,58,59,60,61,62,63,64
NOD2 inhibition,0%,-4%,-25%,6%,-10%,-14%,13%,11%
Hep lipid drop,0,18,-2,-6,11,-6,0,-5
Hep lipid drop cells 6.5 µM,814,673,787,675,662,796,711,836

[65] COc1ccc(NC(=O)CN2C(=O)COc3ccc(S(=O)(=O)N4CCOCC4)cc32)cc1Cl
[66] O=C(O)c1c2c(nc3ccccc13)/C(=C/c1cccc([N+](=O)[O-])c1)CCC2
[67] O=C(C1CCCC1)N1CCCC(Nc2ccc(F)cc2)C1 (configuration not stated)
[68] CC(=O)Nc1c(-c2ccccc2Cl)c(=O)c2ccccc2n1C
[69] CCOC(=O)CN(c1ccccc1C)S(=O)(=O)c1ccc(Cl)cc1
[70] O=C(C[n+]1cc(Br)cc2ccccc21)c1ccccc1
[71] COc1cccc(N2CCN(C(=S)Nc3ccccc3OC)CC2)c1
[72] CSc1ncccc1C(=O)Nc1ccc(C)cn1

Compound,65,66,67,68,69,70,71,72
NOD2 inhibition,6%,-9%,10%,-14%,9%,-12%,-1%,10%
Hep lipid drop,7,4,-5,1,-31,-22,-1,-5
Hep lipid drop cells 6.5 µM,734,790,720,886,822,819,820,843

Next section, overlapping the part above by two compounds.
[71] COc1cccc(N2CCN(C(=S)Nc3ccccc3OC)CC2)c1
[72] CSc1ncccc1C(=O)Nc1ccc(C)cn1
[73] CCOc1ccc(S(=O)(=O)N2CCN=C2c2ccccc2)cc1
[74] O=C(NCc1ccccc1)c1ccc(CS(=O)Cc2ccc(Cl)cc2)o1 (configuration not stated)
[75] C/C(=N\NC(=O)c1c(Cl)c(C)nn1C)c1cccc(NC(=O)c2cccc(F)c2)c1
[76] Cc1c(OC(C)C(=O)NCC(O)c2ccccc2)ccc2c3c(c(=O)oc12)CCCC3 (configuration not stated)
[77] O=C(OCCCOc1ccc(F)cc1)c1ccc(O)cc1O
[78] COc1ccc(-c2cc(C(=O)Nc3ccc4c(c3)OCO4)no2)cc1
[79] CCc1ccc(CNC(=O)C2CCCN(c3nnc(C)c4c(C)n(-c5ccccc5)nc34)C2)cc1 (configuration not stated)
[80] CCc1cc(=O)oc2c(C)c(OCC(=O)N3CCC(C(=O)O)CC3)ccc12

Compound,71,72,73,74,75,76,77,78,79,80
NOD2 inhibition,-1%,10%,-16%,16%,11%,21%,18%,-17%,39%,3%
Hep lipid drop,-1,-5,0,-5,-2,-7,-2,-11,-6,6
Hep lipid drop cells 6.5 µM,820,843,834,700,767,695,706,748,667,789

[81] Cc1cccc(C(=O)Nc2c3c(nn2C(C)(C)C)CS(=O)(=O)C3)c1
[82] COc1ccc(NC(=O)c2ccc(N3C(=O)C4CC=C(Cl)CC4C3=O)cc2)cc1 (configuration not stated)
[83] O=C(O)c1ccccc1C(=O)Nc1ccc(S(=O)(=O)N2CCCC2)cc1
[84] O=C(Nc1ccc(Br)cc1)c1ccc(N2C(=O)C3CCCCC3C2=O)cc1 (configuration not stated)
[85] O=C(CNC(=O)c1ccco1)NCc1nc2ccccc2[nH]1
[86] COc1ccc(CC(=O)Nc2ccc(/C(C)=N\NC(=O)c3ccc(Br)o3)cc2)cc1
[87] O=[N+]([O-])c1ccccc1/C=C/CN1CCCC(CO)C1 (configuration not stated)
[88] O=C1COc2ccc(S(=O)(=O)CCC(=O)N3CCN(c4ccccc4)CC3)cc2N1

Compound,81,82,83,84,85,86,87,88
NOD2 inhibition,12%,6%,8%,2%,5%,6%,-34%,1%
Hep lipid drop,2,-35,-4,8,-1,7,2,3
Hep lipid drop cells 6.5 µM,778,800,736,794,805,817,744,703

[89] COc1ccc(C2(c3ccc(OC)cc3)NC(=O)N(CC(=O)NCC(F)(F)F)C2=O)cc1
[90] O=C(O)C1CCCCC1C(=O)N1CCN(S(=O)(=O)c2ccc(F)cc2)CC1 (configuration not stated)
[91] O=C(CCCCCNC(=O)N1CCn2c1nc1ccccc12)N[C@H](Cc1ccccc1)C(=O)O
[92] COc1ccc(CC(=O)NC2CCCCCC2)c(OC)c1
[93] COc1ccc(S(=O)(=O)Nc2ccc(F)c(F)c2)cc1C(=O)N1CCOCC1
[94] Cc1cccc(N2CCN(S(=O)(=O)c3c(C)[nH]c(C)c3C(=O)N3CCCC3)CC2)c1C

Compound,89,90,91,92,93,94
NOD2 inhibition,-2%,10%,8%,-4%,9%,20%
Hep lipid drop,1,12,8,-2,-3,-1
Hep lipid drop cells 6.5 µM,823,661,848,796,748,773

A portion of the library; rates above refer to the full screens.
